# Screening results: PubChem, National Center for Advancing Translational Sciences (NCATS)
# AMA1 RON2 block – qHTS for Inhibitors of AMA1-RON; Towards Development of Antimalarial Drug Lead: Primary Screen. Plasmodium falciparum AMA1 (3D7) - RON2 peptide interaction. AlphaScreen AMA1-biotinylated RON2 peptide binding. Potency, µM (top dose mostly 58.2 µM), without a hit: top-dose activity change, negative = inhibition, hits mostly inhibitors. 0.2% of 360,000 active. AID 720542, 2013;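 further: potency means the concentration at half of the fitted maximal effect; 0% = vehicle wells and -100% = peptide control; nearly all actives have a fitted effect of over 45% in size; some results filed as inactive show a strong effect at the top dose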
#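 AMA1 (3D7) with his tag at 25 nM final met compounds first, then biotinylated RON2 peptide at 25 nM; detection used donor plus acceptor beads, 10 µg/mL apiece, read by AlphaScreen after 30 min at room temperature.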
# FBPA Giardia inh – qHTS Assay for Inhibitors of Fructose-1,6-bisphosphate Aldolase from Giardia Lamblia; purified Giardia FBPA; Potency, µM (highest dose often 59.6 µM), for inactives: top-dose activity, negative = inhibition, usual class: inhibitors; 0.71% of 290,000 active; further: potency means the concentration at half of the fitted maximal effect; nearly all actives have a fitted effect of over 55% in size
# Target sequence (A8B2U2 whole entry, looked up): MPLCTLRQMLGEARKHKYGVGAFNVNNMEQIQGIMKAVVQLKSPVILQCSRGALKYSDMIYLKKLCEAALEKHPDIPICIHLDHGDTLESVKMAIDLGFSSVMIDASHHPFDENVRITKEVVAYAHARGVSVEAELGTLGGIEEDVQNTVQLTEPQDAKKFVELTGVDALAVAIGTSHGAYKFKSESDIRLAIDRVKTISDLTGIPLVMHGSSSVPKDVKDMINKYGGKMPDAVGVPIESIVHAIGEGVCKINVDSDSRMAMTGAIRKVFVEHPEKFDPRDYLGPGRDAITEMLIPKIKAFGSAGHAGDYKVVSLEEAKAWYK
#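 40 nM FBPA preincubated 10 min at RT with compound (up to 57.5 uM final), then substrate plus GAPDH/TPI/NAD/arsenate coupling and diaphorase/resazurin added. Fluorescence read after 20 min at RT, 525/598 nm.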
# Sm TGR block – qHTS Assay for the Inhibitors of Schistosoma Mansoni Peroxiredoxins; AID 485364, 2010; Schistosoma mansoni thioredoxin glutathione reductase (TGR), Q962Y6; 3% of 360,000 active; Potency, µM (doses to about 114 µM), for inactives: at the top dose activity change, negative = inhibition, most hits filed as inhibitors; purified TGR, DTNB reduction, TNB absorbance 405 nm; further: potency means the concentration at half of the fitted maximal effect; nearly all actives have a fitted effect of over 60% in size
#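 Kinetic colorimetric format: TGR-catalysed, NADPH-driven DTNB reduction monitored via TNB absorbance. Enzyme dispensed at 20 nM; compound exposure 15 min at room temperature before reaction start.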
# HCMV antiviral – qHTS Assay for inhibitors of the human cytomegalovirus (HCMV). HFF cells, HCMV-luciferase reporter, 72 h; active compounds read low. activity change, negative = inhibition, % at 57.5 µM. 4.5% of 410,000 active. AID 1259415, 2018; in the data active means activity change below about -60%; inconclusive means no clear call, values can overlap the other calls; inactive means above about -39%
#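 Inhibition of viral replication was scored as loss of reporter luminescence in HFFs infected with HCMV-luciferase (MOI 1 PFU/cell) for 72 h; compounds tested at 2 doses, normalized to buffer and Salinomycin controls.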
# AmpC detergent – qHTS Inhibitors of AmpC Beta-Lactamase (assay with detergent). AID 485294, 2010. 0.041% of 370,000 active. AmpC hydrolysis of nitrocefin, absorbance 480 nm, 0.01% Triton. Potency, µM (highest dose often 114 µM), without a hit: at the highest dose activity change, negative = inhibition, actives largely listed as inhibitors;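 further: potency means the concentration at half of the fitted maximal effect; 0% = no-compound wells and -100% = no-enzyme wells; nearly all actives have a fitted effect of over 25% in size; some results filed as inactive show a strong effect at the top dose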
# Target sequence (P00811 whole entry, looked up): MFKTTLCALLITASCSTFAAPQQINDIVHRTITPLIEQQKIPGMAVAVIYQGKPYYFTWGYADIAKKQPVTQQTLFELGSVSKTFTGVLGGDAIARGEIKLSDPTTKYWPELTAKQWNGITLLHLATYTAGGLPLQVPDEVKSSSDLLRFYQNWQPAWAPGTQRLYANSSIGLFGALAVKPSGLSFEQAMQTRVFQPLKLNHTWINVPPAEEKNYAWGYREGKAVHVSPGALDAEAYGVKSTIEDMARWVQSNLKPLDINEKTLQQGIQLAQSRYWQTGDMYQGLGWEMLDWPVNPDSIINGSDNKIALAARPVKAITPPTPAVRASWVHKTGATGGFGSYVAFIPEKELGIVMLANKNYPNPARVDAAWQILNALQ
#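 20 mM phosphate pH 7.0 + 0.01% (detergent screen) or 0.0001% Triton X-100; 5.3 nM AmpC reagent; cpd preinc 15 min RT; nitrocefin (800 uM stock) to start; A480 q20 s × 4 min; Activity was normalised to no-enzyme and no-compound control wells.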
# HCV inh – qHTS Assay for Inhibitors of Hepatitis C Virus (HCV). Huh7.5.1 HCVcc-Cre infection, luciferase reporter, 44 h. Potency, µM (doses to about 41.8 µM), for the others: top-dose activity change, negative = inhibition, actives largely listed as inhibitors. 3.4% of 340,000 active; further: potency means the concentration at half of the fitted maximal effect
#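 A cell-based infection assay in which seeded cells (1,000 per well) receive test compound after 4 h, are inoculated with HCVcc-Cre at approximately 0.5 moi, and are incubated 44 h before luminescence detection.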
# Active calls of the source: *; ? = inconclusive; / = no result given; [ ] = another dose, or the depositor's remark. Unless noted, the call rests on the fitted dose curve; in most records, active means well fitted curve in the direction sought with a large enough effect; inconclusive means small, poorly fitted or top-dose-only effect, or another doubt; inactive means no such curve, though single readings can be large; an effect the other way counts as inactive or inconclusive. Unless noted, on the % scale 0 is the no-effect control and ±100 the full control effect.
SMILES,AMA1 RON2 block,FBPA Giardia inh,Sm TGR block,HCMV antiviral,AmpC detergent,HCV inh
O=C(O)c1ccccc1C(c1ccccc1)c1ccccc1O (configuration not stated),-1%,/,/,14,/,-12%
Cc1cc(NC(=O)Nc2ccc(F)cc2F)n(C)n1,5%,-3%,0%,13,-11%,21%
Cc1c(NC(=O)c2ccc(N3CCCC3)c([N+](=O)[O-])c2)cccc1-c1nc2ccccc2s1,-15%,0%,-4%,-34,0%,?
CC(Oc1ccc(Br)cc1)C(=O)NCCCN1CCCC1=O (configuration not stated),8%,/,/,-15,/,11%
O=C(Nc1cccc(Cl)c1)N1CCCC1,-13%,0%,56%[activator],60,?,?
Cc1ccc(/C=N/NC(=O)c2nnn(-c3nonc3N)c2C)o1,37%[activator],/,-17%,4,-11%,-20%
O=C(Nc1nnc(COc2ccc(Cl)cc2)s1)c1ccc([N+](=O)[O-])cc1,6%,3%,-21%,22,-12%,2%
CC(C)CN(C(=O)COC(=O)CNC(=O)c1sc2ccccc2c1Cl)C1CCS(=O)(=O)C1 (configuration not stated),-1%,/,-8%,-24,?,9%
COc1ccc(N(C)C(=O)c2ccc3nc(-c4ccccc4)c(-c4ccccc4)nc3c2)cc1,-18%,-2%,-29%,8,1%,11µM*
O=C(CNC(=O)c1ccc(Cl)c([N+](=O)[O-])c1)OCN1C(=O)c2ccccc2C1=O,6%,/,?,19,-13%,17%
O=C(Nc1cnn(Cc2ccc(Cl)c(Cl)c2)c1)c1nc2ncccn2n1,0%,0%,?,-11,?,15%
CC(=O)c1c(C)nc2ccccn12,4%,-2%,3%,-30,-1%,18%
Cc1nn(-c2ccccc2)c(Cl)c1C(=O)Nc1ccccc1,2%,2%,25%,-17,5%,?
CCCSc1nnc2c(n1)OC(c1cccn1C)N(C(C)=O)c1ccccc1-2 (configuration not stated),462%[activator],4%,?,24,?,12%
Cc1ccc(SCCCCN2CCNCC2)cc1,?,?,-18%,-1,-8%,11µM*
COc1ccc(-c2cc(=O)oc3cc(OCC(=O)NCc4ccccn4)ccc23)cc1,3%,4%,-11%,2,-13%,20%
CCCc1cc(=O)oc2cc(OCC(=O)Nc3ccccn3)ccc12,0%,/,-5%,84,0%,1%
Cc1ccc(C)c(-n2c(CCC(=O)O)ccc2-c2ccc(Cl)cc2)c1,/,/,?,27,4%,/
O=[N+]([O-])c1cccc(-c2c(-c3ccccc3)ncc3ccc(F)cc23)c1,?,/,?,-21,-7%,-21%
CC(C)CN(C(=O)COC(=O)c1cccn1C)c1c(N)n(Cc2ccccc2)c(=O)[nH]c1=O,1%,/,-23%,26,4%,-10%
O=C(NCCc1c[nH]c2ccccc12)/C(=C/c1cccnc1)NC(=O)c1cccs1,-6%,2%,1%,14,6%,8%
CN(C)S(=O)(=O)c1ccc2c(c1)nc(CCC(=O)NCC1CCCCC1)n2C,-13%,-1%,2%,0,-8%,-8%
COc1cccc(-n2c(-c3ccc(Cl)cc3)cc3c2CC(C)(C)CC3=O)c1,/,/,-3%,-2,13%,/
CC(C)CCNc1ncnc2c1nnn2Cc1ccccc1,-10%,12%,-23%,35,-12%,6%
CCCn1c(=N)n(CC(O)c2ccc(C)cc2)c2ccccc21 (configuration not stated),-8%,-3%,-8%,-21,-4%,-22%

# Whole records, looked up by structure. Values in the order: AMA1 RON2 block | FBPA Giardia inh | Sm TGR block | HCMV antiviral | AmpC detergent | HCV inh
# `CC(C)CN(C(=O)COC(=O)CNC(=O)c1sc2ccccc2c1Cl)C1CCS(=O)(=O)C1` (configuration not stated) across the screens: -1% | / | -8% | -24 | ? | 9%
# `CN(C)S(=O)(=O)c1ccc2c(c1)nc(CCC(=O)NCC1CCCCC1)n2C` across the screens: -13% | -1% | 2% | 0 | -8% | -8%

# Back to the main list, starting 6 compounds before the break.
SMILES,AMA1 RON2 block,FBPA Giardia inh,Sm TGR block,HCMV antiviral,AmpC detergent,HCV inh
CC(C)CN(C(=O)COC(=O)c1cccn1C)c1c(N)n(Cc2ccccc2)c(=O)[nH]c1=O,1%,/,-23%,26,4%,-10%
O=C(NCCc1c[nH]c2ccccc12)/C(=C/c1cccnc1)NC(=O)c1cccs1,-6%,2%,1%,14,6%,8%
CN(C)S(=O)(=O)c1ccc2c(c1)nc(CCC(=O)NCC1CCCCC1)n2C,-13%,-1%,2%,0,-8%,-8%
COc1cccc(-n2c(-c3ccc(Cl)cc3)cc3c2CC(C)(C)CC3=O)c1,/,/,-3%,-2,13%,/
CC(C)CCNc1ncnc2c1nnn2Cc1ccccc1,-10%,12%,-23%,35,-12%,6%
CCCn1c(=N)n(CC(O)c2ccc(C)cc2)c2ccccc21 (configuration not stated),-8%,-3%,-8%,-21,-4%,-22%
COc1ccc(NC(=O)[C@@H]2CC=C[C@@H]3CCN(Cc4ccc(Cl)c(Cl)c4)C(=O)[C@@H]32)cc1,1%,/,/,?,/,0.56µM*
CCCc1[nH]nc2c1C(c1ccncc1)C(C#N)=C(N)O2 (configuration not stated),-2%,-16%,-6%,-24,-9%,3%
Cn1c(N)c(C(=O)COC(=O)C23CC4CC(CC(C4)C2)C3)c(=O)n(C)c1=O,0%,-5%,-8%,-18,0%,15%
Cc1ccc(C(=O)c2coc3cc([N+](=O)[O-])c(O)c([N+](=O)[O-])c23)cc1,?,?,50µM*,-7,-7%,-3%
COc1ccccc1NS(=O)(=O)c1cc(C(=O)N2CCCCCC2)ccc1C,-1%,/,/,1,/,?
O=c1c2cc(Br)ccc2nc(-c2ccc(Cl)cc2)n1O,105%[activator],8%,?,?,-2%,-4%
C=CCN1C(=O)C(CC(=O)O)SC1=Nc1cccc([N+](=O)[O-])c1 (configuration not stated),-2%,10%,-11%,5,-7%,2%
Cc1ccc(NS(=O)(=O)c2c(C(=O)N3CCOCC3)c(C)n(C)c2C)cc1C,-2%,-10%,9%,16,-4%,18%
O=C(CSc1nccc(=O)[nH]1)Nc1cccc2ccccc12,5%,/,-8%,?,1%,8%
CCN(Cc1ccncc1)C(=O)CCc1nnc(CCC2CCCCC2)o1,-7%,6%,13%,-32,-5%,10%
COc1ccc(CC(=O)Nc2cc(-c3cn4cccnc4n3)ccc2C)cc1OC,/,/,6%,-19,1%,/
CCOc1ccc(OCC(=O)Nc2ccc(S(=O)(=O)Nc3cc(C)nc(C)n3)cc2)cc1,2%,13%,-9%,-3,-12%,15%
CCOC(=O)C1(Cc2ccccc2C(F)(F)F)CCN(C2CCSC2)CC1 (configuration not stated),-21%,2%,-2%,?,5%,-1%
Cc1cc2ncn(CC3CC3(Cl)Cl)c2cc1C (configuration not stated),20%,0%,10%,-5,4%,?
O=S(=O)(c1cccc(-c2nnc(SCc3ccc(Cl)cc3)o2)c1)N1CCCCC1,1%,0%,-8%[11.4 µM],-15,-14%,?
CC(NC(=S)Nc1ccc(F)cc1)c1ccccc1 (configuration not stated),2%,-3%,-16%,?,-14%,-16%
O=C1C(Cl)=C(NC(=O)c2ccccc2)C(=O)C(Cl)=C1NC(=O)c1ccccc1,-9%,5.6µM*,?,?,?,?
CCCNC(=O)COc1coc(CN2CCN(c3ccccc3OC)CC2)cc1=O,0%,/,-2%,7,-8%,-26%
COc1cc2c(cc1NC(=O)c1cccc(Br)c1)CCCC2,22%,-5%,4%,-34,-6%,7.1µM*
CCN=C1SC(CC(=O)NCCc2ccc(OC)c(OC)c2)C(=O)N1CC (configuration not stated),3%,1%,-23%,91,2%,8%
CC(=O)c1cccc(NC(=O)CN(c2cccc(F)c2)S(C)(=O)=O)c1,-2%,-1%,3%,30,1%,10%
C/C(=N\NC(N)=O)c1ccc(Cl)cc1,-2%,2%,5%,26,3%,1%
Cc1ccc(C)c(OCC(=O)N(C)CC(=O)Nc2ccc(Cl)c(C(F)(F)F)c2)c1,3%,/,0%,-13,0%,-30%
Cc1cccc(C(=O)NCc2nnc(SC(C)C(=O)Nc3nnc(C)s3)n2C)c1 (configuration not stated),16%,/,-10%,-7,-11%,-37%
Cc1cc(C)n(-c2c(C)[nH]c3ccccc23)n1,-16%,-13%,-20%,?,-5%,-21%

# (more compounds)
SMILES,AMA1 RON2 block,FBPA Giardia inh,Sm TGR block,HCMV antiviral,AmpC detergent,HCV inh
CCCc1nnc2n1N=C(c1ccc([N+](=O)[O-])cc1)CS2,-5%,-7%,-27%,38,0%,13%
CSc1ccc2c(c1)C(N1CCN(C)CC1)Cc1ccc(F)cc1S2 (configuration not stated),?,/,/,-10,/,?
Cc1ccccc1OCC(=O)OCC(=O)NC1CCCCCC1,-7%,/,-2%,-18,?,7%
O=C(NCc1ccco1)NCC(F)(F)F,7%,1%,0%,-18,?,6%
CC[C@H](C)[C@H](NC(=O)c1ccccc1)C(=O)NC(CC(=O)O)c1ccc(F)cc1 (some centres not stated),-1%,2%,-13%,1,0%,11%
COc1ccc(CN2CCCC(C(=O)Nc3cccc(-n4cccn4)c3)C2)c(F)c1 (configuration not stated),-9%,/,-6%,-32,3%,?
CCN(CCn1cccn1)Cc1nc(-c2ccc(C(=O)OC)cc2)no1,4%,0%,6%,-35,-5%,6%
CCCC(=O)NNC(=O)c1c(O)c2ccccc2[nH]c1=O,-21%,-8%,3%,-15,1%,15%
CSc1nc2ccccc2n1Cc1cccc(F)c1,14%,6%,-1%,-18,-2%,-11%
N#Cc1ccccc1Cn1cc(C(=O)c2ccccc2F)c2ccccc21,-19%,-7%,-2%,?,-9%,-54%
CCOC(=O)c1sc(NC(=O)CSc2nnc(C(C)C)n2C)nc1C,-4%,-1%,?,53,?,7%
C#CCOCCOCCOCCNc1nc(N2CCN(C(=O)CCCCCCCCCCNC(=O)[C@H](CCCCN)n3cc(CCO)nn3)CC2)nc(N2CCN(C(=O)CCCCCCCCCCNC(=O)[C@H](CCCCN)n3cc(CCCC(=O)O)nn3)CC2)n1,?,/,-11%,-8,?,2%
COc1cc(Cl)c(CN2CCCC(CO)(Cc3ccccc3)C2)cc1OC (configuration not stated),-7%,10%,-21%,-19,?,-26%
Cc1ccc(-c2nn3c(C)nnc3s2)cc1NC(=O)c1cccs1,25%,3%,13%,101,?,?
COC(=O)CN=Cc1c(C)[nH]n(-c2ccccc2)c1=O,98%[activator],-21%,3%,-1,?,8%
Fc1ccc2nc3c(nc2c1)CCCC3,-3%,-29%,0%,-7,-13%,5%
CCN[C@@H](C)Cc1cccc(C(F)(F)F)c1,-7%,/,/,16,/,-14%
Cc1ccccc1C(=O)NC(=S)Nc1ccc(S(=O)(=O)N(C)c2ccccc2)cc1,34%[activator],-11%,31%,-12,-10%,?
CCNc1nc(NC(C)C)nc(N(C#N)CCOc2ccc(Cl)cc2Cl)n1,-7%,-6%,4%,34,?,5µM*
Cc1cc(C)n(CCCC(=O)O)n1,-15%,3%,14%,14,3%,20%
COc1ccc(Cl)cc1NC(=O)CN1c2ccccc2S(=O)(=O)c2ccccc21,/,/,-3%,20,24%,/
C=CCn1c(SCC(=O)Nc2ccc3c(c2)OCO3)nc2ccccc2c1=O,-2%,1%,-11%,-18,-14%,?
O=C(O)CSc1nnc(-c2ccc(S(=O)(=O)N3CCCC3)cc2)n1Cc1ccco1,-2%,-2%,?,35,?,8%
